SKN-1 inh: inhibitors of C. elegans SKN-1 | C. elegans VP596 Pgst-4::GFP/RFP ratio, acrylamide-induced, 24 h | 360,000 compounds, 0.49% hits | AID 624304 | inhibition, % at 21.8 µM;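 active = interference check ratio from 0.5 to 1.5 plus GFP to RFP signal ratio inhibition reaching or exceeding a fixed threshold, cut at about 30% in these data, passing the limit was not always enough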; note: some compounds called inactive have numbers as strong as hits
Rpn11 block: inhibitors of human proteasome Rpn11. O00487. human 26S proteasome, Ub4-pepOG fluorescence polarization; 20S core pre-blocked with epoxomicin. calls only at 20 µM. 360,000 compounds, 0.59% hits;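 active = inhibition at 20 µM, scaled to each plate's controls, above about 33%, limit read from the data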
MT1-MMP act inh: MT1-MMP (human) activation inhibition. HT1080 RFP-PRO-GFP cells, GFP/RFP ratio fluorescence, overnight; percent of plate control window, DMSO zero. GFP/RFP ratio change, % at 20 µM. 360,000 compounds, 0.061% hits;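 active = GFP/RFP ratio change of at least 30% with cell ATP level not reduced by more than half and red fluorescence within 50% of control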; note: strong numbers were not always called active
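Test system: HT1080 cells expressing an RFP-PRO-GFP fluorescent reporter construct / Compound dosing: single-point 20 µM compound, 1% DMSO / Schedule: cells overnight before dosing, compound overnight, 37 °C, 5% CO2 / Evaluation: GFP/RFP fluorescence ratio / Control set: DMSO and RFP-L50D-GFP cell wells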
Neddylation inh: cullin neddylation inhibition; P61081+Q13564; TR-FRET cullin neddylation, biochemical; calls only at 25 µM; 360,000 compounds, 0.58% hits; in the data active = inhibition above about 36%
Rin1-Abl PPI inh: human Rin1-Abl interaction inhibition. AID 588664. TR-FRET Rin1/Abl binding, biochemical. inhibition, % at 7.35 µM. 360,000 compounds, 0.4% hits; in the data active = inhibition above about 5%, passing the limit was not always enough
CSN deneddyl inh: blocks human CSN-mediated cullin deneddylation | inhibition, % at 12.5 µM | AID 651999 | 360,000 compounds, 0.38% hits | Purified CSN, SCF-Nedd8-OG deneddylation, fluorescence polarization | Q92905;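 active = pattern-corrected inhibition above about 35%, with an unprinted fluorescence ratio check between 0.5 and 1.5, limit read from the data, passing the limit was not always enough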;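 note: 0% = enzyme with substrate and 100% = substrate without enzyme; some results filed as inactive read as strong as hits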
Target sequence (Q92905 whole entry, looked up, one chain of several): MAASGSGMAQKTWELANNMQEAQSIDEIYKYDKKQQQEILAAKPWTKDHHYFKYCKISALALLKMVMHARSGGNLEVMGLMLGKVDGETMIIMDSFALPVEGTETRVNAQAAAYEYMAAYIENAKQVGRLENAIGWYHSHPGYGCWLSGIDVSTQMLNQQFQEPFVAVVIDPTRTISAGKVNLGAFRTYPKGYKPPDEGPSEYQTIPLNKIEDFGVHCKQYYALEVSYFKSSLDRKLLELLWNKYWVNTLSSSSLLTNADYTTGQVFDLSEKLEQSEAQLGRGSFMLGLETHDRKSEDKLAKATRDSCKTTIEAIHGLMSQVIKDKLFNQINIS
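Assay system: Purified human Csn5 enzyme expressed in HEK293T cells | Amount: Enzyme 0.24 nM | Measured by: Fluorescence polarization readout | Medium: Tris/NaCl/DTT buffer, pH 7.5 | Compound dosing: One concentration, 12.5 µM, 0.25% DMSO | Times: 90 min incubation of compound, enzyme and substrate at room temperature | Control set: no-enzyme wells high, enzyme-with-substrate wells low | Read-out: % inhibition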
FAS-TE inh: FAS thioesterase (human) inhibition | P49327 | recombinant FAS-TE, OMFH fluorogenic substrate, fluorescence endpoint | inhibition, % at 15 µM | 360,000 compounds, 0.67% hits;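 active = compounds whose normalised, plate-corrected inhibition of enzyme fluorescence in the single-dose primary screen is 50% or more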;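 note: 0% = DMSO with enzyme and 100% = substrate without enzyme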
PABP1 MLLE inh: inhibitors of microRNA-mediated deadenylation, human PABP1 MLLE binding; 360,000 compounds, 0.36% hits; GST-MLLE / FITC-PAM2 fluorescence polarization; inhibition, % at 20 µM; AID 588489; in the data active = inhibition above about 35%, passing the limit was not always enough;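 note: plate controls were DMSO wells with GST-MLLE for no effect and wells lacking GST-MLLE protein for full effect; some results filed as inactive read as strong as hits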
Target sequence (P11940 whole entry, looked up): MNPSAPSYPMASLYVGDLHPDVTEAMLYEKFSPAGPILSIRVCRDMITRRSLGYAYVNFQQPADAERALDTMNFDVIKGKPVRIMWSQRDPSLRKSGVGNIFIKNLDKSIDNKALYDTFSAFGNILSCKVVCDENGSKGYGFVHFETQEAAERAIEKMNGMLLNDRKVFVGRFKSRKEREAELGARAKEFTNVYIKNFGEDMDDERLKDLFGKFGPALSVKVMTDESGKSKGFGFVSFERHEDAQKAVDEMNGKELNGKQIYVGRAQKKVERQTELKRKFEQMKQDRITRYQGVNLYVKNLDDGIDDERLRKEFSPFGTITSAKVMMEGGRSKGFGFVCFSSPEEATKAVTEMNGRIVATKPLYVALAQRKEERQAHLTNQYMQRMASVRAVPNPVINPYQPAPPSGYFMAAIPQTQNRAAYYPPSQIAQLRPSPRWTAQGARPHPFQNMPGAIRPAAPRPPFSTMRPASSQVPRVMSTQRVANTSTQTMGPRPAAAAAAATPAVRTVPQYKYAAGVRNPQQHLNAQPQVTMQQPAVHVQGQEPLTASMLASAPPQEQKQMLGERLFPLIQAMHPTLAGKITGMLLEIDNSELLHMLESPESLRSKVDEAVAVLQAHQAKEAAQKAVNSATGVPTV
NadD block: inhibitors of Staphylococcus aureus NadD; purified NadD enzyme, colorimetric absorbance read-out; inhibition, % at 20 µM; 360,000 compounds, 0.78% hits; in the data active = inhibition above about 26%; note: some compounds past the cut are filed as inactive
* marks the source's active call; other numbers are inactive results; i = inactive; . = no result given.

SMILES	SKN-1 inh	Rpn11 block	MT1-MMP act inh	Neddylation inh	Rin1-Abl PPI inh	CSN deneddyl inh	FAS-TE inh	PABP1 MLLE inh	NadD block
COc1ccc2[nH]c3c(c2c1)CCN1C(=O)C(CC(=O)NCCC2=CCCCC2)C[C@H](C(=O)N2CCOCC2)[C@@]31CCC1CCCC1 (stereo partly drawn)	8.9	i	-16.6	i	1.8	-2.0	67.0*	-1.0	-3.9
Cc1ccc(NC(=O)CN2C(=O)C(C)Oc3ccccc32)nc1 (stereo not drawn)	1.4	i	-4.1	i	-1.6	-1.4	-4.3	-13.2	-0.7
O=C(NNC(=O)C1CCC1)c1ccc(F)cc1	-2.4	i	-2.6	i	-0.3	2.9	-5.1	-6.5	4.3
S=c1[nH]nc(-c2ccco2)n1/N=C/c1ccccc1	5.8	i	0.0	i	-1.3	-0.5	-5.2	-99.6	-3.3
Cc1c(NC(=O)CN2CCN(c3cccc(Cl)c3)CC2)c(=O)n(-c2ccccc2)n1C	10.7	i	0.5	i	1.7	4.5	-6.6	9.1	4.8
O=C(Nc1nnc(COc2ccccc2)s1)Nc1ccccc1F	1.6	i	-0.9	i	-3.6	-1.9	-3.9	-7.8	-5.7
CCn1c(C)nc2cc(S(=O)(=O)C(F)(F)C(F)C(F)(F)F)ccc21 (stereo not drawn)	11.9	i	-2.7	i	-0.1	7.7	-2.6	3.0	0.7
CCOC(=O)CCCNC(=O)CSc1nnc(-c2ccccc2)c(-c2ccccc2)n1	4.4	i	-3.8	i	-2.0	5.5	-1.8	6.3	-7.3
CNC(=O)c1ccc(Oc2ccc(C(=O)NC)cc2)cc1	-16.4	i	4.1	i	-2.4	-6.5	-4.9	-1.5	-5.0
CC1CCCC(NC(=O)COC(=O)c2ccc(Br)o2)C1C (stereo not drawn)	-0.8	i	0.0	i	3.2	-0.2	2.9	-5.1	-4.6
CN(C)C(=O)c1ccc(NC(=O)c2cccc(S(=O)(=O)N3CCCc4ccccc43)c2)cc1	-4.8	i	-10.7	i	3.6	-2.2	10.0	16.9	-1.4
CS(=O)(=O)c1ccc(C(=O)OCc2nnc(-c3ccccc3)o2)cc1[N+](=O)[O-]	-1.4	i	0.3	i	-2.2	-3.4	21.3	-8.9	-0.7
Cc1noc(C)c1NC(=O)Nc1cccc2c1O[C@@H](CN(C)C(=O)Nc1ccc3c(c1)OCO3)[C@@H](C)CN([C@H](C)CO)C2=O	18.4	i	11.5	i	2.4	-1.0	-7.2	13.3	-2.5
CC(C)Oc1ccc(S(=O)(=O)N2CCOCC2)cc1NC(=O)C1CCCCC1	5.7	i	-0.8	i	0.6	2.1	0.9	6.3	-1.5
CN(C)CCCNC(=O)CC1C[C@H](C(=O)N2CCOCC2)[C@@]2(CCC3CCCC3)c3[nH]c4ccccc4c3CCN2C1=O (stereo partly drawn)	1.1	i	3.0	i	-4.5	-1.0	77.8*	9.4	-6.4
CC1(C)Cc2c(C#N)c(NCCN3CCOCC3)nc(-c3ccccc3)c2CO1	-4.4	i	-0.9	i	-1.0	-1.2	-0.2	-6.4	-1.8
O=C(NCCc1cccs1)Nc1nnc([C@H]2C[C@H](O)[C@@H](CO)O2)s1	9.3	i	0.0	i	-1.1	0.7	-2.6	8.8	2.4
N/C(=N\OC(=O)Cc1cccs1)c1ccc(Cl)cc1	57.2*	i	-5.8	i	-2.2	4.4	6.1	-17.8	-4.5
C=CCNC(=O)C(=O)NCC1CCCN1CC (stereo not drawn)	-3.8	i	0.9	i	-1.0	5.8	-5.4	-1.7	1.9
CCN1CC(CNCc2cn(-c3ccc(OC)cc3)nc2-c2ccccc2Cl)CC1=O (stereo not drawn)	0.1	i	2.2	i	-3.6	1.8	0.7	8.6	-12.3
Cc1cc(NCCCn2ccnc2)n2ncc(-c3ccccc3)c2n1	1.1	i	-19.2	.	-1.1	-5.9	-16.0	19.8	-4.1
Cc1ccc(CN(Cc2ccccn2)C(=O)Nc2c(F)cccc2F)cc1	17.9	i	2.7	i	2.0	1.6	5.1	-4.8	2.5
N#Cc1c(-c2ccccc2)c(-c2ccccc2)nn(CC(=O)NNC(=O)Nc2ccccc2)c1=O	3.5	i	7.6	i	5.8	-2.2	43.4	-6.6	12.1
CC1CCCCC1NC(=O)CCNC(=O)N1CC(=O)Nc2ccccc21 (stereo not drawn)	9.9	i	-1.0	i	3.0	4.5	-7.8	-3.4	-12.6
S=C(NN=C(c1ccccc1)c1ccccn1)N(Cc1ccccn1)Cc1ccccn1	10.5	i	-4.3	i	0.8	-1.1	2.7	-30.3	7.3
CCOc1ccc(CCNC(=O)c2cccc(N3CCCC3=O)c2)cc1OCC	3.5	i	4.0	i	-1.8	-5.3	-3.6	-1.4	0.5
C/C(Cl)=C\Cn1c(Nc2ccc(C)cc2)nc2c1c(=O)n(C)c(=O)n2C	3.3	i	-4.9	i	1.2	-3.1	0.3	-12.6	-0.1
COc1cc(/C=N/n2c(-c3n[nH]c4c3CCC4)n[nH]c2=S)cc(OC)c1O	-4.3	i	12.2	i	-0.5	-0.2	-2.3	-4.7	-14.3
Cc1n[nH]c(C)c1S(=O)(=O)N1CCN(S(=O)(=O)c2ccccc2C#N)CC1	-4.7	i	0.4	i	2.7	-3.5	1.5	26.3	1.6
COc1ccc(OC)c(S(N)(=O)=O)c1	-12.6	i	-2.6	i	-5.5	-11.0	-6.2	-7.3	-9.9

An excerpt of these results, with bars between the fields:
smiles | SKN-1 inh | Rpn11 block | MT1-MMP act inh | Neddylation inh | Rin1-Abl PPI inh | CSN deneddyl inh | FAS-TE inh | PABP1 MLLE inh | NadD block
C=CCNC(=O)C(=O)NCC1CCCN1CC (stereo not drawn) | -3.8 | i | 0.9 | i | -1.0 | 5.8 | -5.4 | -1.7 | 1.9
CCN1CC(CNCc2cn(-c3ccc(OC)cc3)nc2-c2ccccc2Cl)CC1=O (stereo not drawn) | 0.1 | i | 2.2 | i | -3.6 | 1.8 | 0.7 | 8.6 | -12.3
Cc1cc(NCCCn2ccnc2)n2ncc(-c3ccccc3)c2n1 | 1.1 | i | -19.2 | . | -1.1 | -5.9 | -16.0 | 19.8 | -4.1
Cc1ccc(CN(Cc2ccccn2)C(=O)Nc2c(F)cccc2F)cc1 | 17.9 | i | 2.7 | i | 2.0 | 1.6 | 5.1 | -4.8 | 2.5

Other structures follow.
SMILES	SKN-1 inh	Rpn11 block	MT1-MMP act inh	Neddylation inh	Rin1-Abl PPI inh	CSN deneddyl inh	FAS-TE inh	PABP1 MLLE inh	NadD block
O=C(Nc1nnc(-c2ccco2)s1)c1ccccc1	10.7	i	-9.3	i	1.8	4.8	-2.7	8.5	-3.3
CSCCC(NC(=O)c1ccc(C(C)(C)C)cc1)C(=O)OCC(=O)N1CCCC1=O (stereo not drawn)	4.5	i	0.0	i	1.0	66.7*	-3.3	-1.7	-1.8
O=c1cc2n(c(=O)[nH]1)CCC1=C2CCCC1	-14.1	i	1.9	i	-4.7	-5.0	-9.0	8.3	-1.1
Cc1c(C(=O)O)sc2nc(SCC(=O)Nc3ccc(S(=O)(=O)NCCCC(=O)O)cc3)[nH]c(=O)c12	6.7	i	-3.4	i	-0.4	-3.9	-1.8	-0.8	8.3
COC(=O)c1c(-c2ccc(Br)cc2)csc1NC(=O)Cc1ccc(OC)c(OC)c1	-4.7	i	-15.2	i	-0.1	-2.2	24.1	19.4	-1.0
CCN(CC)C(=O)Cc1ccccc1	1.3	i	4.8	i	-4.0	1.5	-4.8	3.5	-1.1
CN1CCN(C(=O)CC2C(=O)NCCN2Cc2ccc(-c3ccccc3)cc2)CC1 (stereo not drawn)	-4.9	i	0.1	i	1.2	-4.0	-2.0	-0.9	1.8
CCOC(=O)C1CCN(S(=O)(=O)c2ccc(Cl)s2)CC1	-2.5	i	-0.1	i	-2.1	2.6	5.6	-3.0	-7.4
Cc1ccc2c(CC(=O)Nc3c(C)n(C)n(-c4ccccc4)c3=O)coc2c1	0.3	i	-1.0	i	-0.2	-0.7	-11.0	-11.4	0.4
CC1=Nn2c(nnc2-c2ccccc2F)SC1	-4.7	i	-3.4	i	-5.4	1.6	-10.6	-35.1	0.8
CCCCSc1nc(N)c(NC(=O)c2ccco2)c(=O)[nH]1	-13.0	i	-3.1	i	0.6	-2.2	-7.9	27.3	-3.2
Cc1ccc(S(=O)(=O)N2CCC(C)CC2)cc1C(=O)NCCN1CCOCC1	10.9	i	2.8	i	-0.5	-1.2	-3.9	-0.6	-1.9
CC(C)CC(C(=O)OCC(=O)Nc1cccc(Cl)c1)N1C(=O)C2CC=CCC2C1=O (stereo not drawn)	15.2	i	-0.1	i	-0.9	-15.8	18.6	7.0	-5.1
CC(=O)c1sc(NC(=O)c2ccc(F)c(F)c2)nc1C	-3.6	i	-1.6	i	-5.8	5.2	-9.4	-3.3	13.6
COc1ccc(C=C(C#N)c2ccc(OC)cc2)cc1	11.0	i	-0.9	i	3.1	1.4	29.3	3.2	-3.1
COc1ccc(C(=O)NCC(=O)N=Nc2c(O)n(Cc3ccccc3)c3ccccc23)cc1OC	11.9	i	7.9	i	-0.1	6.2	44.8	3.3	1.9
CCCCCCCCN1C(=O)[C@H](CC(=O)N2CCCCC2)C[C@@]2(C(=O)OC)CCCCC=C12	0.7	.	-7.7	i	.	-3.7	15.4	.	3.1
CC1(C(=O)NS(=O)(=O)c2ccc(C#N)cc2)CCN1C(=O)c1cccc(F)c1 (stereo not drawn)	1.5	i	-3.8	i	-2.4	-0.1	-3.4	-9.8	-2.6
COc1cc(OC)cc(-c2n[nH]c(=S)n2-c2ccc3c(c2)OCO3)c1	2.4	i	3.2	i	1.1	-0.9	-5.0	-7.3	-0.9
Cc1cc(C)c(NN=c2c(=O)c3ccccc3c2=O)c(C)c1	8.8	i	4.5	i	2.8	-2.4	-3.5	2.2	-7.3
CCOc1ccc(NS(=O)(=O)c2ccc(C(=O)NCC3(N(C)C)CCCCC3)cc2)cc1	4.2	i	-0.9	i	1.9	-1.9	-7.7	-0.5	-7.9
COc1cc(SC)ccc1C(=O)Nc1ccc(S(=O)(=O)N2CCCC2)cc1	16.9	i	3.8	i	-1.0	3.6	5.3	6.3	-6.1
Cc1cccc(N(CC(=O)Nc2ccccc2-c2ccccc2)S(=O)(=O)c2ccccc2)c1C	4.8	i	-10.2	i	-2.7	-17.0	23.0	12.7	-7.4
COCCc1ncc(CN2CCC(C(=O)Nc3ccc(-n4cccn4)cc3)CC2)cn1	-7.9	i	-4.4	i	6.4	2.5	-1.8	1.5	-3.5
C[C@]12c3[nH]c4ccccc4c3CCN1C(=O)C(CC(=O)NCC13CC4CC(CC(C4)C1)C3)C[C@@H]2C(=O)N1CCOCC1 (stereo partly drawn)	-8.3	i	4.5	i	-3.8	-6.0	2.0	-6.8	-7.1
C/C(CC(=O)Nc1ccc(Cl)cc1C(F)(F)F)=N\NC(=O)c1ccccn1	-6.7	i	-0.7	i	0.9	0.9	0.3	3.8	1.4
COc1cccc(C(=O)Nc2nnc(S(=O)(=O)N3CCCCC3)s2)c1	6.1	i	-0.7	i	-1.1	-2.0	-5.0	-9.8	-0.9
Cc1ccc(C(=O)CC2(O)C(=O)N(Cc3ccccc3)c3ccccc32)o1 (stereo not drawn)	2.4	i	3.2	i	-2.9	-4.1	-2.4	-1.0	-1.7
